Compound activity as filed in PubChem BioAssay.
OX1R antag: OX1R (HCRTR1) antagonists, primary screen, fluorescence, CHO/OX1R cells, Fluo-8 calcium, orexin A; Orexin/Hypocretin receptor type 1 (Homo sapiens), O43613; Fluo-8 calcium fluorescence; inhibition, % at 5 µM; hit rate 0.43% among 330,000; AID 434989, 2010;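 active = inhibition above its plate's threshold, mean inhibition of all tested compounds on the plate plus 3 SD, cut at about 37% in these data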;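 note: 0% = orexin A challenge wells and 100% = SB-334867-A antagonist wells; not every result past the cut was called active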
Target sequence (O43613 whole entry, looked up): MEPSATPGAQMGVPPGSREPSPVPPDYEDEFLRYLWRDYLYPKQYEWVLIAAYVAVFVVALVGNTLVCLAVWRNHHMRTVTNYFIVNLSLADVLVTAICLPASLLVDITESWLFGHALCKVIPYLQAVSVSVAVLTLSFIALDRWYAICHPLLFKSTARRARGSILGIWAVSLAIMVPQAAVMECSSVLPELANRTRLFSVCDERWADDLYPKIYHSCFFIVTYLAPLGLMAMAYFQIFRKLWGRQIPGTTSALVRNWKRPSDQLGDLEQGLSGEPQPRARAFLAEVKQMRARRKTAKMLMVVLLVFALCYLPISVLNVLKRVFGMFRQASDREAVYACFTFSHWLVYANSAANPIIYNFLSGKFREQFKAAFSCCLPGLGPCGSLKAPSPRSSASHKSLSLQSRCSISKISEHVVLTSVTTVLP
CHT allo act: CHT positive allosteric modulators, primary screen, cell-based, membrane potential dye, choline EC20 | High affinity choline transporter 1 (Homo sapiens), Q9GZV3 | CHT-expressing cells; active compounds read high; LV-AA mutant CHT in HEK293 cells | B-score at 10 µM | hit rate 0.49% among 310,000 | AID 488977, 2010;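 active = initial fluorescence not abnormally high and integrated response B-score, plate-corrected, over 3 SD above library mean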
Target sequence (Q9GZV3 whole entry, looked up): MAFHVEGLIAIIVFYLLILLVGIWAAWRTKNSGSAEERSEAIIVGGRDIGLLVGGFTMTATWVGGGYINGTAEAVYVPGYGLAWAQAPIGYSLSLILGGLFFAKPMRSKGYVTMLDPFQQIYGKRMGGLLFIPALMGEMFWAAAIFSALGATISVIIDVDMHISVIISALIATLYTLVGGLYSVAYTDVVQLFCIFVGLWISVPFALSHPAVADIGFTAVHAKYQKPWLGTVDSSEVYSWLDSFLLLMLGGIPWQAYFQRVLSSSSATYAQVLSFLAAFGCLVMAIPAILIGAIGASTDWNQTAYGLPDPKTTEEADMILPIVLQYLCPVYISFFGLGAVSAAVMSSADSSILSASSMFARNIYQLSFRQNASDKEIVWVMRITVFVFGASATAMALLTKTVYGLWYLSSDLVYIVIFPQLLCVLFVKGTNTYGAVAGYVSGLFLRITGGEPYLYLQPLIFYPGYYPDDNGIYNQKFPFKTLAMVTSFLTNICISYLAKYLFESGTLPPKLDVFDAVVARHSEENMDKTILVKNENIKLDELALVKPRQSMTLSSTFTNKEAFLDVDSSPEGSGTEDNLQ
The depositor's hits bear a star; i = inactive; . = no result given. Rows were taken by chance; about 0.83% have a hit in one of these screens.

# | mol | CHT allo act | OX1R antag
1 | Cc1cccc(C)c1NC(=O)CN1C(=O)C(C)Oc2ccccc21 (configuration not stated) | i | -10
2 | CC1CCN(C(=O)C2CCN(CC(C)c3ccccc3)CC2)CC1 (configuration not stated) | i | -38
3 | COc1cc(OC)nc(Oc2cccc(Cl)c2C)n1 | i | -15
4 | Cc1ccc(CNC(=O)c2cc(=O)c3ccccc3o2)cc1 | i | -21
5 | O=C(COc1ccc(Cl)cc1Cl)NCC(=O)N/N=C/c1c[nH]c2ccccc12 | i | -1
6 | COc1cc(NC(=O)C[n+]2ccc(C(=O)c3ccccc3)cc2)cc(OC)c1 | . | 5
7 | Cc1onc(-c2c(F)cccc2Cl)c1C(=O)NC1CC1 | i | 16
8 | O=C1CCC([N+](=O)[O-])C(c2cc(Br)ccc2F)N1 (configuration not stated) | i | -10
9 | Nc1nnc(SCC(=O)Nc2ccc(S(=O)(=O)N3CCOCC3)cc2)s1 | i | 1
10 | C=C(C)Cn1c(CNC(C)=O)nc2ccccc21 | i | 4
11 | CCC(=O)c1ccccc1OCC(=O)Nc1c(C)cccc1C | i | -31
12 | Cn1c(=N)n(CC(O)c2ccco2)c2ccccc21 (configuration not stated) | i | -3
13 | O=C1NC(=O)/C(=C\c2ccccc2OCc2cccc([N+](=O)[O-])c2)N1 | i | -18
14 | C=CCc1ccccc1OCC(O)CN1CCN(c2ccccc2F)CC1 (configuration not stated) | i | -51
15 | O=C(NCc1ccc2c(c1)OCO2)C(C(=O)c1ccccc1)n1cc(Cl)ccc1=O (configuration not stated) | i | -14
16 | O=C(O)c1ccccc1C(=O)N1CCN(C(=O)c2ccccc2Cl)CC1 | i | -2
17 | Cc1ccc(NC(=O)CCOc2ccccc2)cc1S(=O)(=O)Nc1ccccc1Cl | i | -11
18 | O=C1CC(c2ccccc2)CC(O)=C1C=NC1CCCCC1 (configuration not stated) | i | -32
19 | Cc1ccc(S(=O)(=O)NCC(=O)N2CCCC2C(=O)O)cc1 (configuration not stated) | i | -26
20 | COc1cccc(CNC(=O)c2ccc(CS(=O)(=O)Cc3ccccc3C)o2)c1 | i | -10
21 | CCCCCn1c(=O)[nH]c2cc(C(=O)NCCCN3CCCCC3CC)ccc2c1=O (configuration not stated) | i | -14
22 | O=C(CSc1nnc(NC(=O)c2cccc(F)c2)s1)NC1CC1 | i | 5
23 | CCOC(=O)[C@@H]1[C@H]2COc3ccccc3[C@H]2N2C(=O)N(c3cccc(C)c3)C(=O)[C@]12C | . | -26
24 | NS(=O)(=O)c1ccc(CCNC(=O)COC(=O)C2CCN(c3ccc(C(F)(F)F)cn3)CC2)cc1 | i | -14
25 | O=C(NCC1CCCCC1)c1ccc([N+](=O)[O-])cc1 | i | -10

Following part:
# | mol | CHT allo act | OX1R antag
26 | Cc1ccc(CS(=O)(=O)CCC(=O)NCCCOC(C)C)cc1 | i | 6
27 | COC(=O)c1c(NC(=O)CN2C(=O)NC3(CCCCC3C)C2=O)sc2c1CCC2 (configuration not stated) | . | -33
28 | COc1ccccc1C(=O)NC(CCSC)C(=O)NNC(=O)c1ccccc1O (configuration not stated) | . | -17
29 | C=CCN(c1ccccc1)S(=O)(=O)c1cccc(C(=O)N2CCCC2)c1 | i | -13
30 | CC(OC(=O)c1ccc(NC(N)=O)cc1)C(=O)Nc1ccc2c(c1)OCCO2 (configuration not stated) | . | 7
31 | O=C(NCC1CCCO1)c1ccc(Cn2c(=S)[nH]c3ccccc3c2=O)cc1 (configuration not stated) | i | -25
32 | COCCn1c(N)c(N(Cc2ccccc2)C(=O)c2cc(=O)[nH]c3ccccc23)c(=O)[nH]c1=O | . | -7
33 | O=C(Nc1cc(NC(=O)c2ccccc2F)ccc1Cl)c1ccccc1 | i | -26
34 | Fc1cccc(Nc2nc(N3CCOCC3)nc(N3CCOCC3)n2)c1 | i | -20
35 | Cc1nc2cc(C(=O)OCC(=O)Nc3cccc(Cl)c3)ccc2n1-c1ccccc1 | i | -22
36 | CC1(C)C(=O)OC(c2cc(Br)ccc2O)C(C)(C)C1=O (configuration not stated) | i | -18
37 | COc1ccc(/C=N/NC(=O)c2cccs2)c2ccccc12 | i | -33
38 | Cc1ccc2nc(CSc3nc(C)nc4c3oc3ccccc34)[nH]c2c1 | . | 6
39 | CCCCC1N2CC3([N+](=O)[O-])CN1CC([N+](=O)[O-])(C2)C3(C)C (configuration not stated) | i | 12
40 | CCCN(C(=O)c1cc(S(=O)(=O)N2CCCCCC2)ccc1OC)C1CCS(=O)(=O)C1 (configuration not stated) | i | -15
41 | Cc1nn(CC(=O)NCC(C)c2ccccc2)c(=O)c2cccn12 (configuration not stated) | i | -20
42 | CCOC(=O)C1(Cc2ccc(OC)cc2)CCN(C(=O)c2ccoc2C)CC1 | i | -16
43 | O=C(CSc1nnc2c(n1)[nH]c1ccc(F)cc12)N1CCOCC1 | i | -6
44 | CCOc1ccccc1NC(=O)C1CCCN1C(=O)OCc1ccccc1 (configuration not stated) | i | -1
45 | COC(=O)c1ccc(CSCc2ccc(C(=O)OC)o2)o1 | i | -10
46 | COc1cccc(NC(=O)c2ccc(CN3CCOCC3)cc2)c1 | i | -13
47 | CC(C)c1ccc(C(C(=O)NC2CCCC2)N(C(=O)c2csnn2)C2CC2)cc1 (configuration not stated) | i | -24
48 | O=C(NC(=S)Nc1ccc(-c2nc3ncccc3o2)cc1)c1ccccc1F | i | -31
49 | O=C1CSC(c2cccc(F)c2)N1c1ccc(O)cc1 (configuration not stated) | i | 1
50 | Brc1cc2ccccc2[n+](Cc2ccccc2)c1 | 7* | -3

Results in sequence from the list:
OX1R antag, entries 42–49: -16, -6, -1, -10, -13, -24, -31, 1
CHT allo act, entries 42–49: i, i, i, i, i, i, i, i

New compounds follow
# | mol | CHT allo act | OX1R antag
51 | CC(=O)C(Cc1ccccc1)NC(=O)COC(=O)c1ccc(-n2cnnn2)cc1 (configuration not stated) | . | -4
52 | CC(=O)N(C(C)=O)n1c(/C=C/c2cccc([N+](=O)[O-])c2)nc2ccccc2c1=O | i | -22
53 | O=C1C[C@@H]2c3c(cccc3CN1Cc1ccc(F)cc1)C[C@@H](O)[C@H]2O | . | -23
54 | Cc1ccc(S(=O)(=O)NC(Cc2ccccc2)C(=O)O)cc1C (configuration not stated) | i | -22
55 | COc1cccc(-c2nc(CS(=O)(=O)CC(=O)N3CCCCC3)c(C)o2)c1 | i | -20
56 | O=C(NCC(c1cccnc1)N1CCN(c2ccccc2F)CC1)c1cccc(Cl)c1 (configuration not stated) | i | -15
57 | O=C(C1CCN(S(=O)(=O)c2cc(Cl)ccc2Cl)CC1)N1CCOCC1 | i | -18
58 | COc1cc(C(=O)Oc2ccccc2/C=N/NC(=O)c2ccc(C)c(Cl)c2)cc(OC)c1OC | i | -36
59 | COc1ccc(OCCNC(=O)c2cc(C3CC3)nc3c2cnn3C(C)C)cc1 | . | -7
60 | CCCCCC/C=C/c1ccc([C@H]2[C@H]3C=CC[C@@H](C)[C@@H]3C(=O)N2Cc2ccccc2)c(F)c1 | i | -4
61 | S=C(NCCNCc1ccccc1)NC1CCCCC1 | i | -14
62 | C#CCOCCOCCOCCNc1nc(N2CCN(C(=O)[C@H]([C@@H](C)O)n3cc(CCCCN)nn3)CC2)nc(N2CCN(C(=O)[C@H]([C@@H](C)CC)n3cc(CCCCN)nn3)CC2)n1 | i | 2
63 | O=C(NCc1ccco1)c1nc(-c2ccccc2)n(-c2ccccc2)n1 | i | -14
64 | CC(=O)Nc1ccc(NC(=O)C(C)OC(=O)c2ccc3ccccc3n2)cc1 (configuration not stated) | . | -27
65 | NC(=O)CC(NC(=O)Cc1cccc2ccccc12)c1ccc(NC2CCCCCC2)c([N+](=O)[O-])c1 (configuration not stated) | i | -28
66 | COc1ccccc1N1CCN(c2cnccn2)CC1 | i | -12
67 | O=[N+]([O-])c1ccc(N/N=C/c2ccccc2O)cc1 | i | 34
68 | OCCNc1nc(Cl)nc(NCc2ccco2)n1 | i | 4
69 | CCN(CC)S(=O)(=O)c1ccc(Oc2ccccc2OC)cc1 | i | -15
70 | COc1ccc(S(=O)(=O)Nc2c(O)ccc3ccccc23)cc1OC | i | 4
71 | O=C(CN1CCN(Cc2ccccc2)CC1)Nc1ccc(F)c(F)c1 | i | .
72 | Cc1cccc(N/N=C/c2ccc(O)c(O)c2O)c1 | i | -14
73 | COc1cc2cc(CN(CCN3CCCC3)C(=O)Nc3ccc(F)cc3)c(=O)[nH]c2cc1OC | i | -2
74 | O=C(O)C1CC=CCC1C(=O)NCc1ccc(Cl)c(Cl)c1 (configuration not stated) | i | -12
75 | CCn1c2ccccc2c2nnc(SCc3ccccc3)nc21 | i | -29

The list goes on.
# | mol | CHT allo act | OX1R antag
76 | CC(Cc1cccs1)NC(=O)Nc1ccc(F)cc1 (configuration not stated) | i | -2
77 | O=C(CN1C(=O)NC2(CCCCC2)C1=O)N1CCc2ccccc2C1 | i | -4
78 | COc1ccc(C2CC(c3ccccc3)=NN2C(=O)COC(=O)c2cccc(O)c2)cc1 (configuration not stated) | . | 0
79 | Cc1ccc(N(CCCCN2C(=O)c3ccccc3C2=O)C(=O)c2ccc(Cl)s2)cc1 | i | -14
80 | CC(NC(=O)c1ccccc1C(=O)O)c1ccc(-n2ccnc2)cc1 (configuration not stated) | i | -8
81 | C[n+]1c2n(c3ccccc31)N=C(c1ccc(Cl)cc1)CS2 | i | -29
82 | CCCCn1c(N)c(N(CCOC)C(=O)CSc2ccc([N+](=O)[O-])cc2)c(=O)[nH]c1=O | . | -8
83 | O=S(=O)(NC1CCCC1)c1cccc(-c2nnc(-c3ccccc3)o2)c1 | i | -17
84 | O=C(CN1CCN(C/C=C/c2ccccc2)CC1)Nc1cc([N+](=O)[O-])ccc1Cl | i | -23
85 | COc1ccc(CNC(=O)CSc2nnc3c(n2)[nH]c2ccccc23)cc1 | i | -8
86 | CCCCC(=O)Nc1nn(CC(C)C)c2nc3ccccc3cc12 | i | -20
87 | Clc1nc2sccn2c1/C=N/n1cnc2ccccc21 | i | -5
88 | CC(=O)N1CCc2cc(S(=O)(=O)CCC(=O)N3CCc4ccccc4C3)ccc21 | i | -42
89 | O=C(CSc1nnc(-c2ccncc2)n1CCc1ccccc1)NCc1ccccc1 | i | -5
90 | CC(C(=O)N1c2ccccc2Sc2ccccc21)n1nnc(-c2cccs2)n1 (configuration not stated) | i | 32
91 | C/C(=N\NC(=O)CNc1ccccc1)c1ccccc1 | i | -7
92 | O=C1NC(=O)/C(=C\c2ccccc2Oc2ccc(F)c(F)c2)S1 | i | -16
93 | CC(NCc1ccccc1OC1CCCC1)c1ccccc1 (configuration not stated) | i | -41
94 | CS(=O)(=O)C1=NN2C(=N)/C(=C\c3ccc(OCCOc4ccccc4)cc3)C(=O)N=C2S1 | i | -13
95 | Cc1cc(C)c2[nH]c3nc(SCC(=O)O)nnc3c2c1 | i | 1
96 | Nn1c(COc2cccc(Br)c2)nnc1SCC(=O)NCC1CCCO1 (configuration not stated) | . | -4
97 | O=C(Nc1ccc(N2CCCCCC2)cc1)c1cccc(S(=O)(=O)N2CCOCC2)c1 | . | -8
98 | O=C(Nc1cccc(-c2nnc(-c3ccco3)o2)c1)c1ccccc1 | i | -35
99 | Cc1c(/C=N/Nc2ccc(F)cc2)c(O)n(C)c(=O)c1C#N | i | -5
100 | Cc1ccc2[nH]c3c(=O)n(CC(=O)NCCCN(C)Cc4ccccc4)ncc3c2c1 | i | -32

5 structures from above, ordered by length of the SMILES, falling:
# | mol | CHT allo act | OX1R antag
79 | Cc1ccc(N(CCCCN2C(=O)c3ccccc3C2=O)C(=O)c2ccc(Cl)s2)cc1 | i | -14
97 | O=C(Nc1ccc(N2CCCCCC2)cc1)c1cccc(S(=O)(=O)N2CCOCC2)c1 | . | -8
88 | CC(=O)N1CCc2cc(S(=O)(=O)CCC(=O)N3CCc4ccccc4C3)ccc21 | i | -42
96 | Nn1c(COc2cccc(Br)c2)nnc1SCC(=O)NCC1CCCO1 (configuration not stated) | . | -4
91 | C/C(=N\NC(=O)CNc1ccccc1)c1ccccc1 | i | -7

Continuation:
# | mol | CHT allo act | OX1R antag
101 | Cc1ccc(S(=O)(=O)N(C)C)cc1NC(=S)NC(C)CCCC(C)C (configuration not stated) | i | -10
102 | Cc1ccc(-c2nnc(SCC(=O)Nc3nccs3)n2N)cc1 | i | -16
103 | Cc1ccc(S(=O)(=O)N2CCCCC2)cc1NC(=O)COc1ccccc1 | . | 16
104 | CN(C(=O)COC(=O)c1ccccc1NCc1ccco1)c1c(N)n(Cc2ccccc2)c(=O)[nH]c1=O | i | -10
105 | CN1C(=O)c2cccc3c(S(=O)(=O)Nc4ccc(O)c(C(=O)O)c4)ccc1c23 | i | -14
106 | O=C(COc1cccc2cccnc12)N/N=C/c1ccccc1O | i | -23
107 | COc1ccc(CCc2nnc(CCC(=O)NCCc3ncccc3C)o2)cc1 | i | -7
108 | CC(=O)Nc1ccc(Sc2ncccc2C(=O)Nc2ccc(F)cc2)cn1 | i | 101*
109 | Cc1ccccc1C(=O)Nc1c(C(=O)N2CCCC2)cnn1-c1ccccc1 | i | -17
110 | COc1ccc(CN2CCNC(=O)C2CC(=O)NC2CCCCC2)c(OC)c1 (configuration not stated) | i | -13
111 | O=C(c1ccc(NS(=O)(=O)c2ccccc2)cc1)N1CCCC1 | i | -15
112 | Cc1ccc2c(-c3csc(N)n3)c[nH]c2c1 | i | -5
113 | O=C(CSc1nc2ccc(S(=O)(=O)N3CCOCC3)cc2[nH]1)N1CCOCC1 | i | -14
114 | CC(=O)NCCOc1cccc2ccccc12 | i | -4

Reprinted at random: five entries already listed.
# | mol | CHT allo act | OX1R antag
112 | Cc1ccc2c(-c3csc(N)n3)c[nH]c2c1 | i | -5
102 | Cc1ccc(-c2nnc(SCC(=O)Nc3nccs3)n2N)cc1 | i | -16
103 | Cc1ccc(S(=O)(=O)N2CCCCC2)cc1NC(=O)COc1ccccc1 | . | 16
111 | O=C(c1ccc(NS(=O)(=O)c2ccccc2)cc1)N1CCCC1 | i | -15
106 | O=C(COc1cccc2cccnc12)N/N=C/c1ccccc1O | i | -23
